EPAC2 antag – antagonists of human EPAC2; Q8WZA2; hit rate 0.18% among 360,000; Potency, µM (top dose mostly 114 µM), inactives show top-dose activity, negative = inhibition, most hits filed as inhibitors; EPAC2 GEF exchange of Rap1B-BODIPY-GDP, fluorescence; further: potency means the concentration at half of the fitted maximal effect; on the % scale 0 is the no-effect control and ±100 the full control effect; nearly all actives have a fitted effect of over 45% in size; many of its hits are not listed in these tables
Target sequence (Q8WZA2 whole entry, looked up): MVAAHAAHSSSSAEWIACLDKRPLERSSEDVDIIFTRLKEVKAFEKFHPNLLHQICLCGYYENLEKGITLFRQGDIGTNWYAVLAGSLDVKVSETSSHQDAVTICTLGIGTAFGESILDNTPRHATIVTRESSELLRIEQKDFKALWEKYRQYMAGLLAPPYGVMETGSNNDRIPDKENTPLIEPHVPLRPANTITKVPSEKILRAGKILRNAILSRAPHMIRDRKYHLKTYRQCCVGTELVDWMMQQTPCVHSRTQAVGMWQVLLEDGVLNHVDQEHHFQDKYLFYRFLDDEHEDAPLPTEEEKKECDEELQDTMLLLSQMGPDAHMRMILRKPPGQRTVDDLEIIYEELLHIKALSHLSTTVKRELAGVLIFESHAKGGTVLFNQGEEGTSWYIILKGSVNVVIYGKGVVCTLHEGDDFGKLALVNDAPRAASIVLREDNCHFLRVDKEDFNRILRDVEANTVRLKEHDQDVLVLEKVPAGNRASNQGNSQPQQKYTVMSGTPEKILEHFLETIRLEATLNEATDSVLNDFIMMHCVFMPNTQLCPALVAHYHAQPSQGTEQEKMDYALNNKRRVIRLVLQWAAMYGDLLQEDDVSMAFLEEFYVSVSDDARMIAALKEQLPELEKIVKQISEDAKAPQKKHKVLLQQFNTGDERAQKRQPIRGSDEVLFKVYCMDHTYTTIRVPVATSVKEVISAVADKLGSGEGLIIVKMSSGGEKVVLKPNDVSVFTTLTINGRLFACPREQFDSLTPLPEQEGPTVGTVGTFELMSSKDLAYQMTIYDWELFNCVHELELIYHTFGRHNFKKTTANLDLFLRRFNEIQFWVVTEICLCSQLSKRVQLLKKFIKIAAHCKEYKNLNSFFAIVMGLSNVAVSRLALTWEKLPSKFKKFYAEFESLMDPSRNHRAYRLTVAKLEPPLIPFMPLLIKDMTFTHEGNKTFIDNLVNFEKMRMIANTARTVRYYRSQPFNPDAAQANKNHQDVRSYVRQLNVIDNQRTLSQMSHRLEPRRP
Akt phos inh – blocks phosphorylation of Akt | hit rate 0.32% among 360,000 | Neuro2A IGF-stimulated pAkt S473 HTRF, 20 min; active compounds read low | AID 651550 | activity change, % for hits at 50 µM; in the data active means activity change below about -80%; inconclusive means mostly about -51% to -80%; further: on the % scale 0 is the no-effect control and ±100 the full control effect
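Neuro2A cells (4,500/well, DMEM with 0.5% FBS) were treated with compound at a single 50 µM final concentration, stimulated with 6 nM IGF for 20 min at 37 °C, and lysed. Phospho-Akt Ser473 was read by HTRF as 665/615 ratio ×10^4.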
A549 tox – kills or reduces viability of A549 cells in Nrf2 counter-screen; A549 ARE-Fluc cells, CellTiter-Fluor viability, 18-24 h; hit rate 0.16% among 390,000; Potency, µM (doses to about 46 µM), without a hit: top-dose activity change, negative = cytotoxicity, usual class: inhibitors; further: potency means the concentration at half of the fitted maximal effect; on the % scale 0 is the no-effect control and ±100 the full control effect
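A549 ARE-Fluc cells in 5% FBS OPTI-MEM, 5000 cells/well, rested 2 h then exposed to compounds in concentration-response for 18-24 h at 37 °C. Viability by CellTiter-Fluor fluorescence (Ex 405/Em 525) after 30 min; luciferase luminescence (BugLite, 15 min, RT) read afterwards.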
Nrf2 ARE act – activators of Nrf2 (ARE) signaling; hit rate 0.31% among 410,000; AREc32 ARE-luciferase reporter (MCF7-derived line), luminescence, 24 h; Potency, µM (titrated, usually from 46.1 µM), inactives show top-dose activation, actives largely listed as activators; further: potency means the concentration at half of the fitted maximal effect; % of control where 0% means no effect; nearly all actives have a fitted effect of over 65% in size
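ARE activation measured as luciferase luminescence (Steady-Glo, 30 min RT) in AREc32_Fluc cells after 24 hr compound exposure at 37 deg C, 5% CO2; cells seeded overnight at 1000/well in OPTI-MEM, 5% FBS.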
Nrf2 inh – Nrf2 pathway inhibition; A549 ARE-Fluc reporter, luciferase luminescence, 18-24 h; Potency, µM (titrated, usually from 46 µM), for inactives: top-dose activity change, negative = inhibition, hits mostly inhibitors; hit rate 2.1% among 360,000; AID 504444; further: potency means the concentration at half of the fitted maximal effect; on the % scale 0 is the no-effect control and ±100 the full control effect; nearly all actives have a fitted effect of over 60% in size
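Nrf2 function is reported as luminescence of an ARE-controlled luciferase in A549 cells. Compounds were tested at several concentrations, and a CellTiter-Fluor read on the same wells flagged cytotoxicity.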
MmCpn inh – blocks the Methanococcus maripaludis chaperonin Mm-Cpn; purified Mm-Cpn ATPase, ADP Transcreener TR-FRET; Potency, µM (top dose mostly 76.9 µM), for inactives: top-dose activity, negative = inhibition, hits mostly inhibitors; hit rate 0.031% among 330,000; AID 504842; further: potency means the concentration at half of the fitted maximal effect; on the % scale 0 is the no-effect control and ±100 the full control effect; nearly all actives have a fitted effect of over 80% in size
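Inhibition of chaperonin ATP hydrolysis is measured as reduced ADP production, detected by competitive TR-FRET in which signal falls with ADP. Final enzyme 25 nM and ATP 10 uM, reacted 30 min at 37°C.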
CCT modulator – cytosolic chaperonin activity modulation | purified chaperonin ATPase assay, HTRF ADP detection, 30 min | activity change, % (no concentration beside the values), hits read low | hit rate 0.3% among 360,000; in the data active means activity change below about -30%; further: on the % scale 0 is the no-effect control and ±100 the full control effect
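TRiC (40 or 20 nM final, by batch activity) in 30 mM Tris pH 7.4, 100 mM KCl, 5 mM MgCl2, 1 mM DTT was treated with compound at 76 uM single dose, then 10 uM ATP, 30 min at 37 °C. ADP was read by HTRF Transcreener.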
EPAC2 agonist – EPAC2 (human) agonism; Q8WZA2; EPAC2 activation, biochemical qHTS; response scale: 100% = 6.5 mM cAMP response; Potency, µM (doses to about 154 µM), for the others: at the top dose activation, hits mostly activators; hit rate 0.079% among 360,000; AID 720711; further: potency means the concentration at half of the fitted maximal effect; nearly all actives have a fitted effect of over 50% in size
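Exchange assay: 100 nM EPAC2 with 250 nM Rap1B-BODIPY-GDP and 50 uM GDP. Fluorescence (ex 480/em 540 nm) read every 5 min for 30 min at room temperature. Data normalized to 6.5 mM cAMP as agonist control.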
TGFb inhibitor – blocks TGF-b signaling | hit rate 1.2% among 410,000 | HepG2 CAGA-GFP TGF-b/SMAD3 reporter, GFP fluorescence, 18 h; TGF-beta stimulated, 500 pg/mL final | AID 588855 | Potency, µM (titrated, usually from 46.1 µM), inactives show at the top dose activity, negative = inhibition, usual class: inhibitors; further: potency means the concentration at half of the fitted maximal effect; on the % scale 0 is the no-effect control and ±100 the full control effect; nearly all actives have a fitted effect of over 65% in size
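First, reporter cells (HEPG2 CAGA-GFP) rested 2 h at 37 degrees C. Next, compounds were pinned in and TGF-beta added to 500 pg/mL final. After 18 h, GFP was imaged per cell and summed per well.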
* = called active by the depositor; i = inactive; u = inconclusive; x = not tested or not shown. Unless noted, the call rests on the fitted dose curve; in most records, active means well fitted curve in the direction sought with a large enough effect; inconclusive means small, poorly fitted or top-dose-only effect, or another doubt; inactive means no such curve, though single readings can be large; an effect the other way counts as inactive or inconclusive. Some of the compounds tested; the hit share may differ from the screen's.

item	canonical_smiles	EPAC2 antag	Akt phos inh	A549 tox	Nrf2 ARE act	Nrf2 inh
1	O=C(CC(=O)N/N=C/c1c(Cl)cccc1Cl)NCc1cccnc1	1.4%	i	11.5%	0.2%	-1.3%
2	Cc1cc(C)cc(NC(=O)COC(=O)[C@@H](NC(=O)c2ccco2)C(C)C)c1	5.4%	i	3.5%	-0.4%	u
3	CCOC(=O)C1=C(O)CSC1=Nc1ccccc1	4.4%	i	2.8%	2.9%	u
4	Cc1c(C#N)c(=O)oc2ccc3ccccc3c12	4.1%	i	2.8%	-0.3%	-0.3%
5	COC(=O)c1c(C(=O)OC)c2cccc3cc(-c4ccccc4)c4ccc1c4n32	3.4%	i	-3.9%	14.5%	13.6%
6	Cc1oc2ncn(CC(C)C)c(=O)c2c1C(=O)NCCCN(Cc1ccccc1)C(C)C	x	x	5.6%	0.5%	24.0%
7	Cc1cccc(C)c1NC(=O)CCCSc1nnc(-c2ccc(F)cc2)n1-c1ccccc1	9.1%	i	-15.9%	0.0%	u
8	CCCn1c(SCc2ccccc2)nc2c1c(=O)[nH]c(=O)n2C	-0.7%	i	-17.2%	4.0%	x
9	CC(=O)Nc1ccc(C(=O)CSc2nnnn2C)cc1	5.4%	i	0.7%	0.4%	19.3%
10	COc1ccc(/C=C2\SC(=S)N(CCC(=O)NC3C=CS(=O)(=O)C3)C2=O)cc1 (stereo not given)	4.0%	i	-18.6%	0.0%	u
11	COC(=O)C1=C(C(=O)OC)[C@]2([C@H]3CC=CCN[C@@H](Cc4ccccc4)C(=O)N3Cc3ccccc3)C=C[C@H]1O2	-20.4%	i	-14.4%	-0.4%	u
12	Nn1c(Cc2ccccc2F)nnc1SCC(=O)N1CC(=O)Nc2ccccc21	2.2%	i	2.2%	-0.5%	4.2%

item	MmCpn inh	CCT modulator	EPAC2 agonist	TGFb inhibitor
1	-0.7%	-0.5	16.4%	-4.4%
2	1.4%	-3.5	3.6%	-11.3%
3	0.8%	-1.2	4.7%	15.7%
4	-18.3%	-3.1	-2.9%	-26.6%
5	-1.0%	-1.4	-2.1%	7.8%
6	x	x	x	5.0%
7	-2.0%	0.9	-4.2%	7.94µM*
8	-0.4%	-1.0	3.6%	-1.7%
9	0.9%	-0.9	-5.8%	4.5%
10	1.0%	0.0	5.2%	-5.0%
11	x	0.5	4.2%	-33.2%
12	1.4%	-0.3	2.8%	8.3%

Brought forward from above: 2 entries, then new ones.
item	canonical_smiles	EPAC2 antag	Akt phos inh	A549 tox	Nrf2 ARE act	Nrf2 inh
11	COC(=O)C1=C(C(=O)OC)[C@]2([C@H]3CC=CCN[C@@H](Cc4ccccc4)C(=O)N3Cc3ccccc3)C=C[C@H]1O2	-20.4%	i	-14.4%	-0.4%	u
12	Nn1c(Cc2ccccc2F)nnc1SCC(=O)N1CC(=O)Nc2ccccc21	2.2%	i	2.2%	-0.5%	4.2%
13	C=CCn1c(SCC(=O)N2CCOCC2)nc(O)cc1=O	10.2%	i	-7.1%	-0.7%	-2.8%
14	COc1ccc2c(c1)[N+](C)(C)C(C)(C)C=C2C	0.6%	i	0.0%	-0.5%	0.0%
15	COc1ccc(NC(=O)CN(C)C(=O)CNC(=O)Cc2cccc3ccccc23)cc1	2.2%	i	1.6%	-0.5%	2.2%
16	CCc1ccccc1NC(=O)c1ccc(NCCc2ccccc2)c([N+](=O)[O-])c1	-4.9%	i	-2.7%	-1.1%	-7.0%
17	Cc1ccc(S(=O)(=O)N2CCC(C(=O)N3CCCCCCC3)CC2)cc1	-9.5%	i	0.2%	0.1%	-5.3%
18	O=C(N=C1c2ccccc2CN1c1ccc(F)c(F)c1)c1cccnc1	1.7%	i	1.9%	4.8%	11.9%
19	Cc1c(-c2ccccc2)[n+](=O)c(-c2ccco2)c(C)n1[O-]	14.3%	i	-9.1%	2.9%	7.9%
20	O=S(=O)(Cc1ccccc1)C(c1ccccc1)S(=O)(=O)Cc1ccccc1	-1.2%	i	x	-1.1%	x
21	O=C(NCC(=O)N(Cc1ccco1)C(C(=O)NC1CCCC1)c1cccnc1)c1cccs1 (stereo not given)	-2.9%	i	-13.3%	3.6%	-23.3%
22	Cc1ccc(NC(=O)Nc2cccc(C)n2)c(C)c1	-2.0%	i	-1.7%	9.4%	-12.5%
23	O=[N+]([O-])c1cccc(/C=N/Nc2nnc(-c3ccccc3)c(-c3ccccc3)n2)c1	15.6%	i	-5.4%	-0.2%	4.3%
24	COc1ccc(-c2noc(CNC(=O)CCCN3C(=O)[C@H]4CC=CC[C@H]4C3=O)n2)cc1	-4.2%	i	5.4%	0.0%	0.0%

item	MmCpn inh	CCT modulator	EPAC2 agonist	TGFb inhibitor
11	x	0.5	4.2%	-33.2%
12	1.4%	-0.3	2.8%	8.3%
13	3.5%	-2.2	-3.5%	8.2%
14	1.7%	-0.8	1.4%	-2.6%
15	-21.8%	-0.5	-4.1%	0.2%
16	-7.5%	-0.4	-2.7%	4.3%
17	x	-3.2	11.6%	-9.4%
18	0.8%	1.8	6.8%	-13.8%
19	0.7%	1.1	5.5%	u
20	x	-0.3	16.3%	-1.4%
21	0.5%	0.3	-0.4%	-5.8%
22	1.3%	1.4	6.0%	-0.6%
23	0.3%	3.3	-3.5%	3.7%
24	-1.8%	-1.5	-3.0%	-2.9%

Other structures.
item	canonical_smiles	EPAC2 antag	Akt phos inh	A549 tox	Nrf2 ARE act	Nrf2 inh
25	COc1ccc(CNC(=O)C(C)NC(=O)c2cc3ccccc3o2)cc1 (stereo not given)	2.2%	i	13.5%	-0.5%	x
26	O=C1c2ccccc2C(=O)N1C/C=C/c1ccccc1	5.0%	i	19.4%	-0.1%	1.7%
27	Cc1cc(C)c(C)c(N=Nc2nc3ccccc3n2C)c1C	-17.1%	i	-15.6%	1.1%	u
28	O=C(NC1CC1)C1=C[C@H](C2CC2)C[C@H](OCCCCO)O1	4.6%	i	-2.0%	-1.1%	22.4%
29	CC(=O)c1cc(NC(=O)c2cccc(C(F)(F)F)c2)c(=O)oc1C	-9.1%	i	-18.3%	u	u
30	Cc1noc(NS(=O)(=O)c2ccc(NC(=O)c3cnc4scc(C)n4c3=O)cc2)c1C	-7.9%	i	-3.0%	-0.5%	16.1%
31	Cc1ccc(S(=O)(=O)N(C)C)cc1NC(=O)COC(=O)CCC(=O)c1cccs1	0.3%	i	0.5%	0.2%	3.1%
32	CCOc1cccc(C(=O)Nc2nc(-c3ccc(S(=O)(=O)N4CCOCC4)cc3)cs2)c1	10.5%	i	0.4%	0.6%	x
33	Fc1ccc(OCc2nn3c(Cn4nnc5ccccc54)nnc3s2)cc1	-2.9%	i	-5.4%	2.8%	u
34	O=C(CC(Nc1ccccc1Cl)C(=O)OCC(=O)c1cccs1)c1ccccc1 (stereo not given)	-0.5%	x	-1.0%	21.9%	u
35	CC(=O)NC1Sc2ccccc2N=C1c1ccccc1 (stereo not given)	-3.8%	i	4.6%	u	u
36	Cn1c(N)c(C(=O)COC(=O)CCCOc2ccc(Cl)cc2Cl)c(=O)n(C)c1=O	u	i	-0.2%	0.2%	-7.1%

item	MmCpn inh	CCT modulator	EPAC2 agonist	TGFb inhibitor
25	1.8%	-4.9	-11.9%	-7.0%
26	-1.8%	-1.6	-4.9%	-27.9%
27	-0.2%	-2.9	-3.3%	u
28	x	-0.5	3.9%	4.0%
29	-2.8%	-1.9	3.1%	-2.2%
30	-3.4%	-4.2	6.9%	-8.1%
31	-2.7%	0.7	-4.5%	5.4%
32	u	1.9	3.6%	-25.0%
33	1.3%	-1.1	-5.7%	-3.0%
34	-3.1%	-1.2	4.1%	-3.6%
35	-0.7%	-2.4	2.0%	6.9%
36	-2.6%	1.5	6.5%	17.9%

Retrieved by compound from above (4):
item	canonical_smiles	EPAC2 antag	Akt phos inh	A549 tox	Nrf2 ARE act	Nrf2 inh
33	Fc1ccc(OCc2nn3c(Cn4nnc5ccccc54)nnc3s2)cc1	-2.9%	i	-5.4%	2.8%	u
28	O=C(NC1CC1)C1=C[C@H](C2CC2)C[C@H](OCCCCO)O1	4.6%	i	-2.0%	-1.1%	22.4%
35	CC(=O)NC1Sc2ccccc2N=C1c1ccccc1 (stereo not given)	-3.8%	i	4.6%	u	u
29	CC(=O)c1cc(NC(=O)c2cccc(C(F)(F)F)c2)c(=O)oc1C	-9.1%	i	-18.3%	u	u

item	MmCpn inh	CCT modulator	EPAC2 agonist	TGFb inhibitor
33	1.3%	-1.1	-5.7%	-3.0%
28	x	-0.5	3.9%	4.0%
35	-0.7%	-2.4	2.0%	6.9%
29	-2.8%	-1.9	3.1%	-2.2%

New compounds follow:
item	canonical_smiles	EPAC2 antag	Akt phos inh	A549 tox	Nrf2 ARE act	Nrf2 inh
37	CCOC(=O)N1CCN(C(=O)c2ccc(S(=O)(=O)Nc3ccccc3)cc2)CC1	1.0%	i	-1.0%	2.2%	u
38	CC(NC(=S)Nc1ccc(F)cc1)C(c1cccs1)N1CCOCC1 (stereo not given)	-15.6%	i	13.6%	3.7%	u
39	Cc1ccc(S(=O)(=O)NCC(=O)OCC(=O)NCc2ccc3c(c2)OCO3)cc1	-2.6%	i	0.3%	0.1%	-0.7%
40	CC(C)c1ccc(/C=C2\C(=N)N3N=C(CC(=O)N4CCCCC4)SC3=NC2=O)cc1	5.9%	i	-2.9%	-1.0%	13.4%

item	MmCpn inh	CCT modulator	EPAC2 agonist	TGFb inhibitor
37	0.6%	0.2	1.4%	u
38	-7.4%	2.0	4.1%	13.2%
39	2.7%	2.3	5.5%	5.3%
40	2.7%	1.5	-11.4%	-5.0%

Source: PubChem (National Center for Advancing Translational Sciences (NCATS))
